PAX8 inh HTS: inhibitors of PAX8 transcriptional activity in RMG-I cells. inhibition, % at 12.6 µM. RMG-I TPO-luciferase reporter, SteadyGlo, 24 h. hit rate 1.2% among 360,000;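 active = mean replicate inhibition at least 60% with every replicate also reaching 60%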;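 note: luciferase light reporting Pax8 driven TPO promoter activity; plate controls were median of neutral control wells for no effect and mitoxantrone controls for full effect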
EWS-Fli inh: inhibitors of EWS/Fli oncoprotein transcriptional activity | A673 NR0B1-luciferase reporter, viability-normalised | inhibition, % at 12.6 µM | hit rate 0.67% among 350,000 | AID 651661;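 active = mean inhibition of at least 50% after viability correction, with every replicate also passing that limit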;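 note: firefly luciferase signal divided by Alamar Blue viability fluorescence both relative to DMSO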
FN deposition inh: fibronectin deposition inhibition | hit rate 0.086% among 350,000 | AID 743247 | inhibition, % at 12.6 µM | AH1F fibroblasts, Alexa488-fibronectin deposition fluorescence, overnight;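 active = mean inhibition across replicates of 30% or more, regardless of how many single replicates reach that level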;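 note: positive control wells lacked labelled fibronectin entirely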
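material = AH1F fibroblast monolayer depositing Alexa488-labelled fibronectin into matrix | amount = 10000 AH1F cells/well | buffer or medium = DMEM plus 2% serum, read in PBS | incubation = 1 h cell adhesion before compound, then overnight fibronectin incubation | detection = fluorescence at 485 nm excitation, 525 nm emission | evaluation = percent inhibition as loss of matrix-bound fibronectin fluorescence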
Cneo AK release: Cryptococcus neoformans lysis via adenylate kinase release. C. neoformans lysis, adenylate kinase release luminescence, 4 h; normalised: neutral wells 0, clomiphene wells 100. lysis activity, % at 15 µM. hit rate 0.2% among 360,000. AID 651654;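 active = mean lysis activity across replicates of at least 80%, whatever share of replicates individually reach that level; inactive = mean lysis activity below 80%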
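Material: C. neoformans cells; Schedule: 4 h static compound exposure, 37 °C, read 1 h post-reagent; Measured by: adenylate kinase release luminescence; Read-out: signal increase indicating cell lysis; Controls: Clomiphene as positive lysis control.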
LGR2 inh: Drosophila LGR2 receptor signaling inhibition | HEK293 LGR2, CRE-luciferase, bursicon-stimulated, 4 h | inhibition, % at 9.99 µM | hit rate 0.35% among 380,000 | AID 720647;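 active = drop in luminescence signal, shown as inhibition above about 50% in the replicate tests, limit read from the data, passing the limit was not always enough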;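 note: agonist challenge used bursicon conditioned medium at about half maximal strength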
miR-122 sensor: blocks miR-122 activity in Huh7 sensor cells | Huh7 miR-122 Renilla luciferase sensor, 48 h; neutral wells = 0, positive control = 100 | activation (reporter increase), % at 12.5 µM | hit rate 0.3% among 340,000 | AID 602342;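 active = mean replicate activation score at least 90 and every replicate individually at or above 90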;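 note: higher luciferase means less miR-122 activity so hits act as miR-122 inhibitors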
PGC1a acetyl inh: PGC1a acetylation modulation, inhibitor mode; hit rate 0.17% among 350,000; inhibition, % at 15.6 µM; U2OS PGC1a acetylation, AlphaScreen anti-acetyl-lysine; with virally co-expressed GCN5 acetyltransferase; AID 651687;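 active = every replicate shows inhibition of at least 40%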;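 note: 0% = neutral control wells and 100% = positive control wells; some results beyond the cut were filed as inactive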
Casp6 inh: blocks human caspase-6 cleavage activity. purified caspase-6, Z-VEID-R110 cleavage fluorescence. hit rate 0.53% among 350,000. P55212. AID 686996. inhibition, % at 12.5 µM;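 active = mean inhibition across replicates at least about 35%, with every replicate also reaching that limit, limit read from the data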;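 note: 0% = median of neutral control wells and 100% = no fluorescence left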
Target sequence (P55212 24-179 limits assumed): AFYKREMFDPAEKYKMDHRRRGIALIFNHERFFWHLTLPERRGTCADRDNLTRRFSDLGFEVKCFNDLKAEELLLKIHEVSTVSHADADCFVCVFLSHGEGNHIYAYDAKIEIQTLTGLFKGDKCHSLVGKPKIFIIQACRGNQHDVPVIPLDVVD
Target sequence (P55212 194-293 limits assumed): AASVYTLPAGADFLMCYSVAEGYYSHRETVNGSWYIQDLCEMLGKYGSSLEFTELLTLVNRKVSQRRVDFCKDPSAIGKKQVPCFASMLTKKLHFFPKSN
* = called active by the depositor; · = not tested or not shown; & = joins results of further samples; [ ] = remark or other dose.

molecule	PAX8 inh HTS	EWS-Fli inh	FN deposition inh	Cneo AK release	LGR2 inh	miR-122 sensor	PGC1a acetyl inh	Casp6 inh
C/C=C/c1ccc2c(c1)O[C@@H](CN(C)Cc1ccccn1)[C@H](C)CN([C@@H](C)CO)S2(=O)=O	1	16	·	3	13	-1[16.7 µM]	-18	-1
C[C@H](CO)N1C[C@H](C)[C@@H](CN(C)S(=O)(=O)c2ccccc2)Oc2ccc(NC(=O)Nc3cccc4ccccc34)cc2CC1=O	-11	-8	·	-4	-1	21[16.7 µM]	-11	·
Cc1ccc(NC(=O)c2c(O)c3ccccc3n(C)c2=O)nc1	·	·	-14	-1	·	12	6	·
Cc1ccc2cccc(OCC(=O)Nc3cccc(S(=O)(=O)N4CCCC4)c3)c2n1	16	9	-6	-1	·	-3	-1	-1
COc1ccccc1CNC(=O)COC(=O)C1CCN(S(=O)(=O)c2c(Cl)cccc2Cl)CC1	-7	-1	10	-1	10	·	·	0
O=C(O)C[C@H]1C[C@@H]2c3cc(NC(=O)CC4CC4)ccc3O[C@@H]2[C@H](CO)O1	-15	-2	-8	-8	7	-6[16.7 µM]	15	-1
CC(C)(C)OC(=O)N[C@@H](/C=C/c1ccccc1)C(=O)OC(C)(C)C	8	0	-1	2	0	2	·	·
C[C@@H](NC(=O)C[C@@H]1C[C@H]2c3cc(NC(=O)NC4CCCC4)ccc3O[C@H]2[C@H](CO)O1)c1ccccc1	9	-3	-17	1	19	4[16.7 µM]	-2	-2
CCOc1ccc(NC(=O)c2ccc(S(=O)(=O)N3CCOCC3)cc2)cc1	0	-13	-1	0	18	·	·	2
O=C(c1ccc(NC(=S)Nc2ccc(Cl)c(Cl)c2)cc1)N1CCCC1	0	2	29	·	·	·	·	0
CC1(C(=O)NS(=O)(=O)c2cccc(OC(F)F)c2)CCN1C(=O)Cc1ccccc1 (configuration not stated)	-29	1	-7	0	34	0	3	-3
Cc1cccc(NC(=O)CCNC(=O)c2ccco2)c1C	6	-2	13	·	5	·	4	-5
Cc1ccc(C)c(N(C(=O)CNC(=O)c2ccco2)C(C(=O)NC2CCCC2)c2ccncc2)c1 (configuration not stated)	-5	1	-3	1	-1	0	1	2
COc1cccc(S(=O)(=O)N[C@@H]2C=C[C@@H](CC(=O)NC3Cc4ccccc4C3)O[C@H]2CO)c1	2	1	0	-7	7	6[16.7 µM]	-17	-3
S=C(Nc1ccccc1Cl)N1CCCCCC1	-21	-2	-6	·	-20	·	·	-2
COc1ccc(C(=O)N2CCC(c3ccccc3)CC2)c(OC)c1OC	11	-8	·	·	3	·	·	-6
CCCNC(=O)C[C@H]1CC[C@@H]2[C@@H](COc3ccc(NC(=O)Nc4c(C)noc4C)cc3C(=O)N2C)O1	-20	0	0	-6	13	10[16.7 µM]	5	-1
COCCN(C)C(=O)CC1C(=O)NCCN1CC(c1ccccc1)c1ccccc1 (configuration not stated)	-6	6	2	·	·	·	·	-2
Cc1ccccc1S(=O)(=O)N1CCCCN2[C@H](CO)[C@@H](c3ccc(-c4ccccc4)cc3)[C@H]2C1	43	19	·	-1	·	2[16.7 µM]	-6	2
C(=C\c1sc(Nc2ccccc2)n[n+]1-c1ccccc1)/c1ccccc1	18	-5	6	-1	-27	-3	-9	-3
C=CCn1c(SCc2cc([N+](=O)[O-])cc3c2OCOC3)nc2cc(C(=O)O)ccc2c1=O	3	13	11	2	-5	2	6	2
C[C@H](CO)N1C[C@H](C)[C@@H](CN(C)C)Oc2ccc(NC(=O)Nc3ccc(F)cc3)cc2C1=O	-26	7	·	0	19	5[16.7 µM]	-5	4
CC(C)COC(=O)N1CCCCC1c1cc(C(=O)NC(C)C)no1 (configuration not stated)	-4	1	4	0	-8	2	3	-3
CCOc1ccc(N=c2oc3cc(O)ccc3cc2C(=O)NCC2CCCO2)cc1 (configuration not stated)	·	4	·	-3	-14	32	-2	2
CC1SC(=S)N(c2ccc(N(C)C)cc2)C1=O (configuration not stated)	-1	10	-1	2	29	14	-34	3

3 structures already listed, arranged by number of heavy atoms, lowest first.
molecule	PAX8 inh HTS	EWS-Fli inh	FN deposition inh	Cneo AK release	LGR2 inh	miR-122 sensor	PGC1a acetyl inh	Casp6 inh
C=CCn1c(SCc2cc([N+](=O)[O-])cc3c2OCOC3)nc2cc(C(=O)O)ccc2c1=O	3	13	11	2	-5	2	6	2
COc1ccccc1CNC(=O)COC(=O)C1CCN(S(=O)(=O)c2c(Cl)cccc2Cl)CC1	-7	-1	10	-1	10	·	·	0
C[C@H](CO)N1C[C@H](C)[C@@H](CN(C)S(=O)(=O)c2ccccc2)Oc2ccc(NC(=O)Nc3cccc4ccccc34)cc2CC1=O	-11	-8	·	-4	-1	21[16.7 µM]	-11	·

(listing goes on)
molecule	PAX8 inh HTS	EWS-Fli inh	FN deposition inh	Cneo AK release	LGR2 inh	miR-122 sensor	PGC1a acetyl inh	Casp6 inh
Cn1nnnc1SCC(=O)Nc1nc2c(s1)CCCC2	·	·	1	-1	·	-3	-8	·
CC(C)NC(=O)Nc1ccc2c(c1)CC(=O)N([C@@H](C)CO)C[C@@H](C)[C@@H](CN(C)CC1CC1)O2	-5	·	0	53	1	3[16.7 µM]	4	4
COc1ccccc1C(=O)NCC(=O)NCC1(N2CCCCC2)CCCCC1	4	-6	1	-1	0	13	23	-7
CSc1ccc2c(c1)C(N1CCN(C)CC1)Cc1ccccc1S2 (configuration not stated)	-1&-2	4&16	-1&3	1&1	1&-21	-2&-4	-37&5	3&-11
Cc1cccc(NC(=S)N2CCC(C(N)=O)(N3CCCCC3)CC2)c1C	-33	3	3	·	-10	·	12	2
C[C@H](CO)N1C[C@H](C)[C@H](CN(C)Cc2cccc(C(=O)O)c2)Oc2ncc(/C=C/c3ccccc3)cc2C1=O	6	-2	·	-5	-11	-3[16.7 µM]	4	0
CO[C@H]1CN(C)C(=O)c2ccc(NC(=O)C3CCC3)cc2OC[C@@H](C)N(C(=O)NC(C)C)C[C@H]1C	·	-5	7	4	8	23[16.7 µM]	0	-11
Nc1nonc1-c1nc2ccccc2n1CC(=O)Nc1ccccc1	21	24	-1	21	6	15	0	-2
COc1ccc(-c2cc(=O)oc3c(C)c(OC(=O)c4cccs4)ccc23)cc1	13	-2	1	1	-24	11	-3	0
O=C(OCC(=O)N1CCCC1)c1c(Cl)ccc(Cl)c1Cl	17	-9	2	-5	-19	4	·	0
Cc1ccc(S(=O)(=O)N(C)C)cc1NC(=O)[C@H](Cc1ccccc1)N1C(=O)c2ccccc2C1=O	28	2	8	·	-2	·	·	0
O=C(Nc1ccccc1[N+](=O)[O-])c1cccnc1Cl	20	-3	-1	3	-13	-9	-1	2
O=C(/C=C/c1cccs1)NNC(=O)c1ccccc1	-12	-31	2	1	-37	·	-1	1
COc1ccc(CCNC(=O)C(C)SCC(=O)Nc2ccc(F)cc2)cc1 (configuration not stated)	2	-4	2	-4	3	·	3	1
COc1ccc2c(c1)OC(O)(C(F)(F)C(F)F)CC2=O (configuration not stated)	·	10	·	0	-8	0	12	0
C[C@@H]1CN([C@@H](C)CO)C(=O)Cc2cc(NC(=O)CCN3CCOCC3)ccc2O[C@H]1CN(C)S(=O)(=O)c1cn(C)cn1	·	3	·	-1	-7	6[16.7 µM]	6	1
COC1CCCN(Cc2c(C(=O)N3CCc4ccccc4C3)nc3ccc(Cl)cn23)C1 (configuration not stated)	3	4	4	-1	-5	-7	-4	3
CCOCCCNS(=O)(=O)c1ccc(NC(=O)CN2C(=O)c3ccccc3C2=O)cc1	-13	-11	2	-2	-7	-1	1	-1
Cc1cc([N+](=O)[O-])nn1CCCC(=O)O	12	-2	4	-1	-7	-1	7	·
CCOC(=O)CSc1c(-c2cccs2)[nH]c2ccccc12	-1	·	2	1	33	11	-1	·
Cc1noc(C)c1S(=O)(=O)Nc1ccc2c(c1)C(=O)N([C@H](C)CO)C[C@@H](C)[C@H](CN(C)Cc1ccccc1)OCCCC[C@@H](C)O2	1	11	3	1	-2	-1[16.7 µM]	5	-1
N#C/C(=N\Nc1cccc(F)c1)C(=O)C1CC1	-10	5	-1	·	6	·	·	-2
Cc1cccc(OCC(=O)Nc2ccncc2)c1C	-5	8	5	1	15	-9	11	14
CC(C)CC#Cc1ccc2c(c1)O[C@@H](CN(C)C(=O)Cc1ccncc1)[C@@H](C)CN([C@H](C)CO)S2(=O)=O	·	14	·	-1	13	-4[16.7 µM]	4	1
CCCC(=O)Nc1ccc(-c2csc(N/N=C\c3ccncc3)n2)cc1	6	-42	9	-8	·	·	-7	2
CNC(=O)c1cc(NC(=O)CCn2nc(-c3ccc(C)cc3)c3ccccc3c2=O)ccc1OC	10	9	5	-1	-4	1	-6	0
CCOc1ccc(-n2nnnc2SCC(=O)Nc2ccc(NC(C)=O)cc2)cc1	-20	-15	1	3	·	-5	17	-3
Cc1ccc(CONC(=O)c2ccccc2Cl)cc1	-47	-26	11	-3	-7	·	13	-5
COc1ccc(NC(=O)N(C)C[C@@H]2OCCCC[C@@H](C)Oc3ccc(NC(=O)CCCCCC(=O)Nc4ccccc4N)cc3C(=O)N([C@H](C)CO)C[C@@H]2C)cc1	1	-13	·	-2	15	7[16.7 µM]	-2	·
Cc1ccc2nc3ccc(N4CCCC4)nn3c(=O)c2c1	·	·	·	-1	-57	0	2	·
Cc1ccccc1NC(=O)Cc1nc(COC(=O)Cc2cccc(C(F)(F)F)c2)cs1	-10	5	7	-1	-8	0	-6	-2
CN(C)S(=O)(=O)c1ccc(C(=O)NCCS(=O)(=O)N2CCN(c3ccc(F)cc3)CC2)cc1	-1	8	1	8	4	-7	-1	3
CCc1cccc2c(C(=O)CSc3nnc(C4CC4)o3)c[nH]c12	22	-14	3	-2	5	·	·	-2
CC(C)c1ccc(CCNC(=O)c2cccc(S(=O)(=O)N3CCN(C)CC3)c2)cc1	9	10	-2	2	5	-3	-4	-7
Cc1ccc(CNC(=O)CCNC(=O)c2ccc([N+](=O)[O-])cc2)cc1	-9	-12	4	-1	7	·	·	2
CCC(C(=O)O)n1c2ccccc2c2cn[nH]c(=O)c21 (configuration not stated)	8	8	-3	1	17	4	5	1
C[C@@H]1CN([C@@H](C)CO)C(=O)Cc2cc(NS(=O)(=O)c3cccs3)ccc2O[C@@H]1CN(C)S(C)(=O)=O	-7	-10	·	-4	-5	5[16.7 µM]	4	0
CC(C)NC(=O)N(C)C[C@@H]1OCCCC[C@@H](C)Oc2ccc(NC(=O)Nc3ccc4c(c3)OCO4)cc2C(=O)N([C@@H](C)CO)C[C@H]1C	-27	-21	·	-1	3	-7[16.7 µM]	2	1
Cc1ccc(-c2ccc(C(=O)NCCCNC(=O)c3cnccn3)o2)cc1Cl	-23	-17	-1	0	2	·	·	1
C[C@@H]1CCCCO[C@@H](CN(C)S(=O)(=O)c2cn(C)cn2)[C@H](C)CN([C@H](C)CO)C(=O)c2cc(NS(=O)(=O)c3cccs3)ccc2O1	-15	-9	·	3	-13	2[16.7 µM]	4	-1
CNc1ncnc2c1ncn2[C@H]1CN(Cc2ccc3c(c2)OCO3)C[C@@H](CO)O1	-7	-2	-9	1	1	3	0	3
Cc1ccc(C(C)C)c(OCCN2C(=O)NC(C)(C)C2=O)c1	·	·	14	0	·	-15	7	·

Copied from the list:
For PGC1a acetyl inh, CCOc1ccc(-n2nnnc2SCC(=O)Nc2ccc(NC(C)=O)cc2)cc1 has the entry 17
For PGC1a acetyl inh, Cc1ccc(CONC(=O)c2ccccc2Cl)cc1 has the entry 13
For PAX8 inh HTS, CCc1cccc2c(C(=O)CSc3nnc(C4CC4)o3)c[nH]c12 has the entry 22

Screening data (PubChem BioAssay)
